From PubChem BioAssay
NS5 inhibitors: Dengue-2 NS5 methyltransferase inhibitors, primary screen, biochemical, confirmation dose response (AID 588689). Dengue-2 NS5 methyltransferase capping enzyme assay, biochemical; higher % means a stronger effect. one-dose inhibition, % at 25 µM; IC50 in µM for titrated hits. 0.3% of 340,000 active; in the data active = a potency from the dose series; inconclusive = inhibition above about 29% without an active follow-up result
LYP inhibition: inhibitors of LYP phosphatase, biochemical, fluorescence intensity, uHTS (AID 1779). recombinant LYP phosphatase, fluorescence intensity; higher % means a stronger effect. one-dose inhibition, % at 11.5 µM; IC50 in µM for titrated hits. 0.054% of 290,000 active; in the data active = inhibition above about 50%;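 note: plate controls were vehicle with enzyme for no effect and no enzyme for full effect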
WT yeast gro inh: growth inhibition of WT yeast, mitochondrial fusion screen; AID 1362; 2.1% of 190,000 active; inhibition, % at 10 µM; mitochondrial fusion phenotypic screen, WT strain; in the data active = inhibition above about 58%; tested in S. cerevisiae
RSV antiviral HEp-2: inhibition of RSV-induced cytopathic effect – HEp-2 cells, primary 10 µM value included (AID 2391) | HEp-2 cells, RSV-induced CPE inhibition; higher % means a stronger effect | CPE inhibition, % at 10 µM; hits with a dose series show IC50 in µM | 0.13% of 310,000 active; in the data active = a potency from the dose series; inconclusive = CPE inhibition mostly from about 23% at the one dose, without a potency; inactive = the rest, 99 in 100 with CPE inhibition below about 21%; note: strong numbers were not always called active
UTI89 phage lysis: inhibition of K1F phage lysis, E. coli UTI89, bacterial capsule biogenesis inhibitors, alamar blue (AID 488966); E. coli UTI89 K1F phage lysis, alamar blue, 2 h; higher % means a stronger effect; inhibition, % at 100 µM, or IC50 in µM where a hit was titrated; 0.02% of 340,000 active;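 active = phage lysis inhibition, versus mean bacterial control, above a set limit; inconclusive = no clear call, values can overlap the other calls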;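 note: capsule biogenesis inhibitors block K1F phage lysis so surviving cells raise fluorescence; higher fluorescence means more inhibition of phage lysis; actives were called in the ten point dose series up to 300 µM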
NTR1 ag: NTR1-driven beta-arrestin-GFP spot formation – imaging, U2OS cells, high content, primary screen (AID 493036); P30989; agonist mode; activation, % at 20 µM; 0.17% of 330,000 active;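 active = activation at or above 40% of the spot to cytoplasm intensity ratio, with at least 20 cells analyzed; inconclusive = wells under 20 cells, flagged as cytotoxic or low count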;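 note: 0% = DMSO without peptide and 100% = 100 nM NTR1 peptide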
Target sequence (P30989 whole entry, looked up): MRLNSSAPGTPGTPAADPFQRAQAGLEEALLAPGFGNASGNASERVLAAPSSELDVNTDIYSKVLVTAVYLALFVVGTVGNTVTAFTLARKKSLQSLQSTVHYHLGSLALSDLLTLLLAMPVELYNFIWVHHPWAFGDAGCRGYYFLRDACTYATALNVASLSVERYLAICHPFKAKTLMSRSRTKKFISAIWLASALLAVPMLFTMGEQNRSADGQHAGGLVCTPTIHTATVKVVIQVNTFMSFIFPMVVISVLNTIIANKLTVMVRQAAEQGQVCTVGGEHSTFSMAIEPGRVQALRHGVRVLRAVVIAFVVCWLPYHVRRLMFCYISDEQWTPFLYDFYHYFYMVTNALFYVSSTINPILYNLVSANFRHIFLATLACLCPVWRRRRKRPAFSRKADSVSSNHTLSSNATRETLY
AID2073: disruptors of CaV2.2 binding to Mint1 – biochemical, HTRF (AID 2073); HTRF protein-protein interaction, Mint1-CaV2.2; higher % means a stronger effect; inhibition, % at 20 µM; hits with a dose series show IC50 in µM; 0.19% of 290,000 active; in the data active = inhibition mostly above about 51%, no sharp cut-off; inconclusive = no clear call, values can overlap the other calls; inactive = mostly below about 53%; note: some results filed as inactive read as strong as hits
GPR35 antagonists: GPR35 antagonists blocking zaprinast-driven arrestin recruitment, primary screen, imaging, U2OS, beta-arrestin-GFP, zaprinast agonist (AID 2058) | U2OS GPR35 beta-arrestin-GFP translocation imaging, zaprinast antagonism; higher % means a stronger effect | inhibition, % at 10 µM, or IC50 in µM where a hit was titrated | 0.052% of 290,000 active;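 active = inhibition of at least 50% with at least 30 cells and total cytoplasm GFP at most 10,000,000; inconclusive = under 30 cells or total GFP of 10,000,000 plus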
Autophagy mod: alters autophagy in cells; MEF GFP-LC3 puncta imaging; test concentration mostly 10 µM; calls only at 10 µM (by protocol); 0.98% of 190,000 active;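 active = percentage of spot-positive cells more than 3 SD above its plate mean, without a fluorescence outlier flag or 80% toxicity; inconclusive = no clear call, values can overlap the other calls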;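 note: spot-positive cell cutoff set from DMSO-treated cells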
WT yeast gro inh mutant strain: also measured in WT yeast gro inh; calls as there; inhibition, %; mitochondrial fusion phenotypic screen, mutant strain inhibition
Autophagy mod cell loss 18 h: recorded beside Autophagy mod, whose call it bears; toxicity, %; measured here: cell loss, nuclei count;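 cell loss after 18 h compound exposure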
NTR1 ag cell count 20 µM: recorded beside NTR1 ag, whose call it bears; cell count; measured here: cell count, cytotoxicity flag
Numbers without * were called inactive; i = inactive; ? = inconclusive; · = not tested or not shown; [ ] = dose if it differs, or a comment.

SMILES	NS5 inhibitors	LYP inhibition	WT yeast gro inh	WT yeast gro inh mutant strain	RSV antiviral HEp-2	UTI89 phage lysis	NTR1 ag	NTR1 ag cell count 20 µM	AID2073	GPR35 antagonists	Autophagy mod	Autophagy mod cell loss 18 h
CN(C)CCCNC(=O)C1(O)c2cc(Br)ccc2NC(=O)N1c1c(F)cccc1F (stereo not given)	-8%	-12%	·	·	0.0%	0.1%	-1.0	92	-3%	9%	·	·
COCCN(Cc1ccccc1)C(=O)c1c(C)nn(-c2ccccc2)c1C	-3%	-7%	2	8	1.2%	0.3%	-1.5	66	-12%	-2%	i	-52
COc1ccc2c(C(=O)c3ccc(C)cc3)n(Cc3ccc(C(N)=O)cc3)[n+]([O-])c2c1	2%	·	·	·	0.9%	-0.2%	-1.5	91	·	·	·	·
COC(=O)COc1ccc2c(c1)O/C(=C\c1cccc([N+](=O)[O-])c1)C2=O	-4%	4%	·	·	0.7%	-0.2%	12	83	6%	1%	·	·
Cc1cc2[nH]c3ccccc3c2c(C)n1	4%	-2%	1	-8	-0.3%	-15%	0.0	41	-9%	12%	i	3
CCCc1cc(C(=O)N2CCN(C(c3ccccc3)c3ccccc3)CC2)no1	-3%	5%	50	25	9.4%	-0.3%	7.3	97	2%	1%	i	18
CCOC(=O)C(C)C1(O)c2ccccc2-c2ncccc21 (stereo not given)	-1%	-4%	-25	0	0.7%	0.6%	0.5	83	0%	6%	i	21
Cc1ccc(NC(=O)CSc2nnnn2-c2cccnc2)c(C)c1	-1%	-6%	·	·	2.6%	0.1%	-1.8	47	-6%	-22%	·	·
CCN(c1ccccc1)S(=O)(=O)c1cccc(C(=O)Nc2ccc(C)cn2)c1	-5%	-8%	·	·	48%	1.6%[50 µM]	-1.5	53	9%	9%	·	·
O=C(NNc1cc(N2CCOCC2)nc(N2CCOCC2)n1)C12CC3CC(CC(C3)C1)C2	-8%	-4%	13	11	2.8%	3.4%	1.4	52	10%	-8%	i	5
O=C1OC(c2ccc(Br)cc2)=N/C1=C\N1CCCCC1	0%	1%	3	-5	1.4%	0.5%	7.2	89	7%	-14%	i	4
CC1CCN(c2nncc3ccccc23)CC1	-2%	-4%	-7	4	6.2%	5.7%	-1.7	61	3%	-6%	i	2
COCc1cc(=O)[nH]c(SC)n1	-9%	-2%	·	·	3.2%	-0.2%	-1.2	52	0%	13%	·	·
CN1CCN(C(=S)Nc2ccc(Cl)cc2Cl)CC1	1%	2%	·	·	-0.1%	0.3%	1.2	62	-42%	-2%	i	-7
O=C(Nc1nc(-c2ccc(Cl)cc2)cs1)C1=COCCO1	0%	·	·	·	?	0.4%[50 µM]	1.3	100	·	·	·	·
O=C(Nc1ccc(S(=O)(=O)N2CCCC2)cc1)C1COc2ccccc2O1 (stereo not given)	1%	-3%	6	-1	-0.4%	8.1%	-1.6	44	5%	-4%	i	-7
CC1CCN(CCc2nc3cc(NC(=O)COc4ccccc4)ccc3n2C)CC1	-4%	-8%	·	·	-1.3%	0.0%	1.0	71	-5%	6%	·	·
COc1cc(NS(=O)(=O)c2cc3c(cc2C)NC(=O)CO3)cc(OC)c1	-1%	-9%	·	·	-0.7%	-1.8%	1.1	56	1%	1%	·	·
CC(=O)N1CCN(c2ccccc2NC(=O)c2cc3ccccc3o2)CC1	-8%	-4%	·	·	0.2%	-0.1%	1.5	63	51%	2%	·	·
COc1ccc(C(=O)N2CCN(c3ccc(NC(=O)c4cccnc4)cc3)CC2)cc1	-5%	-3%	·	·	0.7%	-1.3%[50 µM]	-0.6	61	-1%	17%	·	·

A few values from the results shown:
`COCc1cc(=O)[nH]c(SC)n1` in UTI89 phage lysis is listed with -0.2%
`COC(=O)COc1ccc2c(c1)O/C(=C\c1cccc([N+](=O)[O-])c1)C2=O` in UTI89 phage lysis is listed with -0.2%
`COc1ccc2c(C(=O)c3ccc(C)cc3)n(Cc3ccc(C(N)=O)cc3)[n+]([O-])c2c1` in NS5 inhibitors is listed with 2%

Next part:
SMILES	NS5 inhibitors	LYP inhibition	WT yeast gro inh	WT yeast gro inh mutant strain	RSV antiviral HEp-2	UTI89 phage lysis	NTR1 ag	NTR1 ag cell count 20 µM	AID2073	GPR35 antagonists	Autophagy mod	Autophagy mod cell loss 18 h
Cc1ccc(NC(=O)CCC(=O)c2cccs2)cc1	-9%	-5%	-14	-19	0.7%	0.2%	-0.2	95	-7%	-8%	i	-12
COc1ccc(NC(=O)CSCc2cc(=O)n3ccsc3n2)cc1	-8%	-13%	·	·	1.8%	0.0%	-0.7	65	-7%	-13%	·	·
Cc1ccc(/C(O)=C2\C(=O)C(=O)N(CCN(C)C)C2c2ccccc2F)cc1 (stereo not given)	3%	-9%	0	-6	1.0%	1.0%	1.0	88	3%	-2%	i	-5
Cc1cc(=O)oc(C)c1C(=O)n1nc(C)c2c1C[C@@H]1[C@H]2C1(C)C	5%	1%	1	17	1.7%	0.9%	0.1	32	0%	5%	i	8
C=CCn1c(SCC)nc2sc3c(c2c1=O)CCc1ccccc1-3	4%	-1%	34	-7	8.0%	4.7%	10	58	-7%	6%	i	16
COc1cc2c(cc1NC(=O)c1ccc(C(C)(C)C)cc1)CCCC2	-6%	-4%	3	-3	47%	0.3%	0.4	79	1%	6%	i	18
Cc1cccc(Sc2nc(-c3ccccc3)ccc2C#N)c1	0%	0%	7	0	7.3%	0.1%	5.7	84	2%	13%	i	-16
O=C(CCN1C(=O)c2ccccc2S1(=O)=O)Nc1ccc(F)cc1F	1%	-10%	·	·	1.6%	0.0%	-0.1	62	14%	18%	·	·
C[C@H]1C=C(C(=O)NC2CC2)O[C@@H](OCc2ccc(CO)cc2)C1	-1%	-8%	·	·	-0.3%	1.3%	-1.0	60	-1%	-4%	·	·
Cc1cc(C)c2nc(SCCC#N)nc(C)c2c1	-6%	-6%	-2	11	9.1%	1.6%	-3.1	77	-1%	0%	i	-1
O=C(Cn1nc(-c2ccccc2)ccc1=O)Nc1ccc(-n2cnnn2)cc1	0%	-7%	·	·	1.5%	-0.2%[50 µM]	-0.7	57	26%	-7%	·	·
O=C(O)/C(=C\C(=O)c1ccccc1)Nc1ccccc1	·	0%	·	·	-1.7%	·	-0.3	47	23%	-2%	·	·
CCN(c1ccccc1)S(=O)(=O)c1ccc(OC)c(NC(=O)Cc2ccc(OC)c(OC)c2)c1	4%	·	·	·	8.1%	-0.3%[50 µM]	1.1	41	·	·	·	·
CCn1c(SCc2nc3cc(OC)c(OC)cc3c(=O)[nH]2)nnc1-c1ccncc1	0%	-6%	41	-7	1.7%	-0.1%	-0.8	66	0%	8%	i	11
Cc1ccc(S(=O)(=O)NCC(c2cccnc2)N2CCOCC2)cc1 (stereo not given)	2%	-3%	-3	-6	1.8%	0.1%	-0.5	93	7%	4%	i	8
Cc1ccc2[nH]cc(CCNC(=O)/C=C/c3ccco3)c2c1	-2%	-3%	·	·	-0.1%	0.6%	3.7	52	8%	-8%	·	·
CCc1ccc(C2c3[nH]c4ccccc4c3CCN2C(=O)CNC(N)=O)cc1 (stereo not given)	1%	-2%	3	8	2.9%	-0.2%	1.0	57	-1%	1%	i	27
Cc1cc(C)c2sc(N(CCCN(C)C)C(=O)c3ccc(S(=O)(=O)N4CCCc5ccccc54)cc3)nc2c1	-1%	·	·	·	-3.7%	0.8%	23	70	·	·	·	·
Cc1occc1-c1nnc(SCC(=O)c2ccc(F)cc2)n1Cc1ccco1	-8%	-6%	2	-53	1.8%	-0.2%	0.6	64	-13%	-13%	i	-4
COc1cccc(-n2nnnc2SCC(=O)N2CCCc3ccccc32)c1	-7%	-1%	2	27	2.8%	0.0%	0.0	51	-9%	-11%	i	-3

2 of the compounds above, as labelled records.
> COc1cc2c(cc1NC(=O)c1ccc(C(C)(C)C)cc1)CCCC2
  NS5 inhibitors = -6%
  LYP inhibition = -4%
  WT yeast gro inh = 3
  WT yeast gro inh mutant strain = -3
  RSV antiviral HEp-2 = 47%
  UTI89 phage lysis = 0.3%
  NTR1 ag = 0.4
  NTR1 ag cell count 20 µM = 79
  AID2073 = 1%
  GPR35 antagonists = 6%
  Autophagy mod = i
  Autophagy mod cell loss 18 h = 18

> Cc1cccc(Sc2nc(-c3ccccc3)ccc2C#N)c1
  NS5 inhibitors = 0%
  LYP inhibition = 0%
  WT yeast gro inh = 7
  WT yeast gro inh mutant strain = 0
  RSV antiviral HEp-2 = 7.3%
  UTI89 phage lysis = 0.1%
  NTR1 ag = 5.7
  NTR1 ag cell count 20 µM = 84
  AID2073 = 2%
  GPR35 antagonists = 13%
  Autophagy mod = i
  Autophagy mod cell loss 18 h = -16

Profiles from above. Order of screens: NS5 inhibitors	LYP inhibition	WT yeast gro inh	WT yeast gro inh mutant strain	RSV antiviral HEp-2	UTI89 phage lysis	NTR1 ag	NTR1 ag cell count 20 µM	AID2073	GPR35 antagonists	Autophagy mod	Autophagy mod cell loss 18 h
C[C@H]1C=C(C(=O)NC2CC2)O[C@@H](OCc2ccc(CO)cc2)C1 across the screens: -1%	-8%	·	·	-0.3%	1.3%	-1.0	60	-1%	-4%	·	·
CCc1ccc(C2c3[nH]c4ccccc4c3CCN2C(=O)CNC(N)=O)cc1 (stereo not given) across the screens: 1%	-2%	3	8	2.9%	-0.2%	1.0	57	-1%	1%	i	27

Carrying on:
SMILES	NS5 inhibitors	LYP inhibition	WT yeast gro inh	WT yeast gro inh mutant strain	RSV antiviral HEp-2	UTI89 phage lysis	NTR1 ag	NTR1 ag cell count 20 µM	AID2073	GPR35 antagonists	Autophagy mod	Autophagy mod cell loss 18 h
O=C(OCCCCOC(=O)c1ccccc1)c1ccccc1	2%	-4%	·	·	2.0%	0.8%	-0.2	60	24%	-2%	·	·
C=C1CC(C)OC(c2ccccc2OCC(O)CN2CCCCC2)C1 (stereo not given)	-1%	1%	0	72	-2.0%	0.4%	0.0	90	1%	8%	i	24
Cc1nc2ccc(S(=O)(=O)NCC(=O)O)cc2s1	-8%	-2%	11	3	1.9%	0.2%	-0.5	44	-5%	-9%	i	-5
Cc1ccc(NC(=O)c2ccccc2NS(=O)(=O)c2ccc(Cl)s2)cc1S(=O)(=O)N1CCOCC1	6%	9%	7	-8	15%	3.9%[50 µM]	10	81	11%	-7%	i	-7
ON1C(c2ccc(Cl)cc2Cl)N(O)[C@H]2CCCC[C@H]21 (stereo not given in full)	-5%	1%	5	-1	1.0%	0.9%	0.4	52	-2%	4%	i	13
O=C(CN1C(=O)NC2(CCCCCC2)C1=O)NCc1ccco1	-6%	-3%	12	14	0.5%	0.3%	0.9	91	0%	-3%	i	-6
CCOC(=O)c1csc(NC(=O)CCSc2ccccc2)n1	12%	4%	10	-17	2.2%	-0.1%	-1.1	49	-11%	4%	i	2
